ATXN viability = cell viability loss in ATXN counter-screen; AID 651635; Potency, µM (top dose mostly 56.7 µM), usual class: cytotoxic; S2 cells (HEK-293 line with an ATXN2-luciferase reporter) viability, CellTiter-Fluor protease fluorescence, 24 h; 400,000 compounds, 0.49% hits; also: nearly all actives have a fitted effect of over 40% in size
MCF10A rerep = DNA re-replication induction in MCF 10a cells; MCF 10A DNA re-replication, Hoechst nuclear intensity, 48 h; Potency, µM (series often up to 46.1 µM), inactives show at the highest dose activity, positive = re-replication, usual class: activators; 350,000 compounds, 2.9% hits; also: % of control where 0% means no effect; nearly all actives have a fitted effect of over 50% in size
A549 tox = A549 cytotoxicity, counter-screen for Nrf2 inhibitors; Potency, µM (highest dose often 46 µM), for the others: at the top dose activity change, negative = cytotoxicity, actives largely listed as inhibitors; 390,000 compounds, 0.16% hits; AID 504648; A549 ARE-Fluc cells, CellTiter-Fluor viability, 18-24 h; also: % is scaled to controls: 0 for no effect and ±100 for the full control effect
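A549 ARE-Fluc cells in 5% FBS OPTI-MEM, 5000 cells/well, rested 2 h then exposed to compounds in concentration-response for 18-24 h at 37 °C. Viability by CellTiter-Fluor fluorescence (Ex 405/Em 525) after 30 min; luciferase luminescence (BugLite, 15 min, RT) read afterwards.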
HepG2 viability = counter-screen for TGF-b inhibitors: cytotoxicity in HepG2 cells; HepG2 CAGA-GFP viability, ATP luminescence, 18 h; Potency, µM (doses to about 46.1 µM), inactives show at the top dose activity change, negative = cytotoxicity, actives largely listed as cytotoxic; 410,000 compounds, 0.76% hits; also: some results filed as inactive show a strong effect at the top dose
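HepG2 CAGA-GFP cells (1000/well, DMEM with 1% FBS) received compound, then TGF-beta at 500 pg/mL final, and were incubated 18 hours at 37 degrees C. Viability was read by CellTiter-Glo luminescence. Media-only wells were set as complete cell-killing and DMSO as no toxicity.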
Nrf2 ARE act = activators of Nrf2 (ARE) signaling; AREc32 ARE-luciferase reporter (MCF7-derived line), luminescence, 24 h; 410,000 compounds, 0.31% hits; AID 624171; Potency, µM (top dose mostly 46.1 µM), for the others: at the top dose activation, usual class: activators; also: % of control where 0% means no effect; nearly all actives have a fitted effect of over 65% in size
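Luciferase luminescence (Steady-Glo, 30 min at room temperature) served as the read-out of ARE activation in AREc32 cells treated with compounds for 24 hr at 37 deg C.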
EPAC2 antagonist = antagonists of human EPAC2; Q8WZA2; Potency, µM (titrated, usually from 114 µM), without a hit: at the highest dose activity, negative = inhibition, usual class: inhibitors; EPAC2 GEF exchange of Rap1B-BODIPY-GDP, fluorescence; 360,000 compounds, 0.18% hits; also: % is scaled to controls: 0 for no effect and ±100 for the full control effect; nearly all actives have a fitted effect of over 45% in size; many of its hits are not listed in these tables
Target sequence (Q8WZA2 whole entry, looked up): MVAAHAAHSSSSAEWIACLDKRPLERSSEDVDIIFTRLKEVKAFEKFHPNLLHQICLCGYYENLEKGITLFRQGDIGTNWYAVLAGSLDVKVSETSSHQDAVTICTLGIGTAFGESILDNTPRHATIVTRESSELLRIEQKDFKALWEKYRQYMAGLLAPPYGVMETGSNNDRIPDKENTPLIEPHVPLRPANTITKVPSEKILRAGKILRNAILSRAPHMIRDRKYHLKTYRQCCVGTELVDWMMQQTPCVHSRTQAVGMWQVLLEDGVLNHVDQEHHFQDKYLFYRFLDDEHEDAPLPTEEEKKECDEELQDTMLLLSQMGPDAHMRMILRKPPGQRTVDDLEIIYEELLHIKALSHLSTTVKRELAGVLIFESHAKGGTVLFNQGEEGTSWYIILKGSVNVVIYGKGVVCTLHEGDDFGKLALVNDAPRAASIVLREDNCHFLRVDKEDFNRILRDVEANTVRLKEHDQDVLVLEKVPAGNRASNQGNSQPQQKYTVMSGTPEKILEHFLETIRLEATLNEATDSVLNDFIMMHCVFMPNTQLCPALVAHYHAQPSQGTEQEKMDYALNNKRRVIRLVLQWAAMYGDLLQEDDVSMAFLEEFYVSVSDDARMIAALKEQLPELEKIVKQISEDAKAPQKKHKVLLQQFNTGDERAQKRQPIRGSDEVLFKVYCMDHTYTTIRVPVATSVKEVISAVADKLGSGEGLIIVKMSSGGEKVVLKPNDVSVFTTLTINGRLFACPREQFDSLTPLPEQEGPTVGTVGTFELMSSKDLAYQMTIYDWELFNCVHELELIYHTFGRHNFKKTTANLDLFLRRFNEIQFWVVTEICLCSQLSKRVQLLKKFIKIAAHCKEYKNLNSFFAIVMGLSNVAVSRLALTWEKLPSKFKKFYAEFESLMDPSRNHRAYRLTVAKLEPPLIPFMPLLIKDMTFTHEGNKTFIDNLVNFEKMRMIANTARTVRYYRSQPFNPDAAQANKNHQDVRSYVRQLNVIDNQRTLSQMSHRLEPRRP
Nrf2 inh = inhibitors of Nrf2 signaling; A549 ARE-Fluc reporter, luciferase luminescence, 18-24 h; Potency, µM (highest dose often 46 µM), for inactives: at the top dose activity change, negative = inhibition, most hits filed as inhibitors; 360,000 compounds, 2.1% hits; AID 504444; also: % is scaled to controls: 0 for no effect and ±100 for the full control effect; nearly all actives have a fitted effect of over 60% in size
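A549 ARE_Fluc cells (5000/well, 5% FBS OPTI-MEM) pre-incubated 2 h, then treated with compounds 18-24 h at 37C/5% CO2 in concentration-response. CellTiter-Fluor viability read first; BugLite luciferase luminescence after 15 min at room temperature gives Nrf2 activity.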
ATXN2 expr inh = ATXN2 expression inhibition; HEK-293 ATXN2-luciferase reporter, luminescence, 24 h; Potency, µM (highest dose often 57 µM), inactives show at the highest dose activity change, negative = inhibition, hits mostly inhibitors; 360,000 compounds, 0.72% hits; AID 1745845; also: % is scaled to controls: 0 for no effect and ±100 for the full control effect; nearly all actives have a fitted effect of over 55% in size
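qHTS (up to 57 uM final) was run with 24 h compound exposure of reporter cells at 37 °C. Each well was multiplexed: SteadyGlo luminescence measured ATXN2-luciferase expression after a fluorogenic Gly-Phe-AFC viability readout (25 uM final).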
TGFb SMAD3 inh = blocks TGF-b signaling | HepG2 CAGA-GFP TGF-b/SMAD3 reporter, GFP fluorescence, 18 h; TGF-beta stimulated, 500 pg/mL final | Potency, µM (titrated, usually from 46.1 µM), inactives show at the top dose activity, negative = inhibition, hits mostly inhibitors | 410,000 compounds, 1.2% hits; also: % is scaled to controls: 0 for no effect and ±100 for the full control effect; nearly all actives have a fitted effect of over 65% in size
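Per well, imaged GFP fluorescence of HEPG2 CAGA-GFP cells gives the signal; cells get compound, then TGF-beta (500 pg/mL final), 18 h at 37 degrees C; %Activity versus -TGF-beta and +DMSO controls.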
An asterisk follows results filed as active; i = inactive; ? = inconclusive; . = no result given; [ ] = another dose, or the depositor's remark. Calls follow the shape of the dose curve; as a rule, active = well fitted curve in the direction sought with a large enough effect; inconclusive = small, poorly fitted or top-dose-only effect, or another doubt; inactive = no such curve, though single readings can be large; an effect the other way counts as inactive or inconclusive. Potency is read from the fitted curve at half-maximal effect.

SMILES | ATXN viability | MCF10A rerep | A549 tox | HepG2 viability | Nrf2 ARE act | EPAC2 antagonist | Nrf2 inh | ATXN2 expr inh | TGFb SMAD3 inh
CC(C)(C)c1ccc(OCC(=O)NCc2ccco2)c(Br)c1 | i | ? | -6% | -69% | 14% | -5% | 19% | 10% | ?
O=C1C=C(c2ccc(Cl)cc2)C(=O)N1Nc1ccccc1 | ? | 5.8µM* | -6% | -107% | 0.6% | 6% | -6% | ? | ?
COc1ccc(CN=C2NN=C(c3ccc(Cl)cc3)CS2)cc1 | i | -8% | 2% | 10% | -0.2% | 8% | 5% | 32%[activator] | -11%
COC(=O)Nc1ccc(C)cc1NC(=O)OC | i | 0% | -1% | -16% | -0.7% | 6% | -1% | 2% | 26%
COc1ccc(NC(=O)Cn2c(=O)n(CCC(=O)NCc3ccccc3OC)c(=O)c3ccccc32)cc1Cl | i | . | 0% | -35% | 0.9% | . | -7% | -7% | -22%
CNc1ccc(Br)cc(C(=O)/C=C/c2cccc(OC)c2)c1=O | . | 18µM* | -25% | -57% | ? | 6%[57.1 µM] | ? | ? | ?
CCc1nnc(NC(=O)CSc2nnc(-c3c[nH]c4ccccc34)n2CCOC)s1 | i | -22% | 8% | 2% | -0.2% | 7% | . | 3% | 0%
CC(=O)c1sc(-c2ccc(Cl)cc2)cc1N | i | ? | 20% | -34% | 4.5% | -7% | 10% | . | ?
CC(C)(CO)NCC#Cc1ccccc1 | i | -6% | 10% | -15% | 0.5% | -8% | 21% | . | -13%
O=C(O)c1cccc2c1C(=O)c1ccc(N3CCN(Cc4ccc5c(c4)OCO5)CC3)cc1S2(=O)=O | i | . | . | -36% | 0.1% | -4% | . | 3% | 3%
Cc1ccc(-c2c(C)n3c4c(=O)n(C)c(=O)n(C)c4nc3n2CCCO)cc1 | 28µM* | . | -13% | -36% | -0.9% | . | 18µM* | 25µM* | ?
O=C(CCCN1C(=O)/C(=C/c2ccco2)SC1=S)Nc1ccccc1C(=O)O | i | ? | -20% | -2% | ? | 24% | -11% | 15% | -3%
CN(C)c1ccc(/C=N/Nc2nncc3ccccc23)cc1 | ? | 4% | 1% | -18% | 9.6% | 10% | ? | 21%[2.22 µM] | 1%
CC(C(=O)OCC(=O)c1ccccc1)N1C(=O)C2C3CCC(C3)C2C1=O (configuration not stated) | i | 0% | -1% | -11% | 0.5% | -1% | 2% | -10% | -4%
O=C(C[C@H]1C(=O)N(CCc2ccccc2)C[C@@H]1Cc1ccccc1)Nc1ccc(Br)cc1 | ? | . | . | -28% | -2.3% | 0% | . | ? | ?
Cc1ccc2nc(NCC(N)=O)nc(-c3ccccc3)c2c1 | . | ? | 16% | -82% | 0.4% | -3% | -4% | . | 3%
CCOc1cc(CNc2ccc(N3CCOCC3)cc2)cc(Br)c1OCC | i | ? | ? | -23% | 5.5% | 1% | ? | -30% | 0%
CC(C)(C)c1ccc(-c2n[nH]c(=S)n2CCCN2CCOCC2)cc1 | i | 0% | 5% | -8% | -0.6% | -7% | -5% | 0% | 6%
Cc1ccc(S(=O)(=O)Nc2cc(=O)[nH]c(SCC(=O)Nc3cccc(C(F)(F)F)c3)n2)cc1 | i | 15% | -2% | -22% | -0.1% | -2% | -25% | -14% | 1%
O=C(CCc1ccccc1)NNC(=O)c1ccc(Cl)cc1 | i | -2% | 2% | 0% | -0.2% | 10% | -25% | -8% | 26%
NC(=O)c1ccc(Cn2c(C(=O)c3cc(Cl)c(N)c(Cl)c3)c3ccccc3[n+]2[O-])cc1 | ? | 12µM* | -18% | -19% | 6.4% | -4% | 0% | -12% | -19%
COc1ccc2c(CC(=O)Nc3ccc(OC)c(NS(=O)(=O)c4ccc(F)cc4)c3)coc2c1 | i | 11% | ? | 1% | 7.0% | 8% | ? | -6% | 0%
COc1ccc(CCNC(=O)COC(=O)C2=NNC(=O)CC2)cc1 | i | . | . | -1% | -0.1% | 3% | . | . | -2%
CCCCNC(=O)CCc1nc2cccnc2n1Cc1ccccc1 | i | -4% | -1% | 9% | -0.1% | 12% | 0% | 17% | -1%
Cc1nc(N(CCO)C2CCCCC2)c2nnn(Cc3ccccc3)c2n1 | i | 28% | 0% | 3% | 3.0% | -24% | -11% | 1% | -1%
Cc1cc(Nc2ccc3c(c2)OCCO3)n2nc(C)nc2n1 | i | 4% | 4% | 0% | 2.8% | 2% | -5% | 2% | 16%
CCOC(=O)C1(C)Oc2ccccc2C(c2ccc(OC)cc2)=C1C(=O)OC (configuration not stated) | i | ? | 3% | -31% | 3.8% | ? | ? | -13% | -6%
O=C(Nc1ccccc1N1CCOCC1)C1CCN(S(=O)(=O)c2ccc(F)cc2)CC1 | i | 1% | 8% | 0% | -0.7% | -14% | 12% | 6% | -5%
CCOc1ccccc1NC(=O)CN(c1ccc(C)cc1)S(=O)(=O)c1c(C)n[nH]c1C | i | 16% | -2% | -113% | -1.5% | -6% | -12% | -15% | ?
CC(C)c1ccc(-c2cc(C(=O)NN3CCN(C)CC3)c3ccccc3n2)cc1 | i | ? | 5% | -17% | 12% | 3% | ? | 19% | -14%

Brought forward from above: 2 compounds, followed by the next part.
SMILES | ATXN viability | MCF10A rerep | A549 tox | HepG2 viability | Nrf2 ARE act | EPAC2 antagonist | Nrf2 inh | ATXN2 expr inh | TGFb SMAD3 inh
CCOc1ccccc1NC(=O)CN(c1ccc(C)cc1)S(=O)(=O)c1c(C)n[nH]c1C | i | 16% | -2% | -113% | -1.5% | -6% | -12% | -15% | ?
CC(C)c1ccc(-c2cc(C(=O)NN3CCN(C)CC3)c3ccccc3n2)cc1 | i | ? | 5% | -17% | 12% | 3% | ? | 19% | -14%
Cc1nc(C(F)(F)F)ccc1C(=O)Nc1ccccc1N1CCOCC1 | i | 3% | 21% | 1% | -0.4% | 16% | 20% | -8% | 2%
Cc1cccc(Cc2c(C)nc3nc(SCc4ccccc4C)nn3c2C)c1 | i | . | 1% | -32% | 1.5% | . | . | 0% | ?
CCOC(=O)C1CCN(CCC(=O)Nc2ccc(C)c(C)c2)CC1 | ? | 11% | -2% | 0% | 0.1% | -3% | 1% | 11% | 6%
CN(C(=O)c1cccc(NC(=O)C2CCCN(C(=O)OC(C)(C)C)C2)c1)C1CCC1 (configuration not stated) | i | ? | 0% | -4% | 5.2% | 13% | ? | ? | -22%
COc1ccc(Cc2c(-c3ccccc3)nc3cc(C)c(Br)c(C)n23)c(C)c1 | i | . | . | -24% | 7.3% | 28% | . | 8% | -29%
COCCn1c(=O)c2c(nc3n2CCCN3CCc2ccc(OC)c(OC)c2)n(C)c1=O | i | 3% | 0% | 0% | 0.3% | 1% | 19% | -21% | 4%
CC1(c2nnnn2Cc2ccccc2)CCC(=O)N1Cc1cccnc1 (configuration not stated) | i | . | . | . | -0.2% | 7% | . | 3% | .
CC(=O)Nc1ccc(S(=O)(=O)N2CCC(c3nnnn3-c3ccccc3)CC2)cc1 | . | . | ? | -14% | -0.4% | . | ? | . | -19%
O=C1N2CCCCC1(Sc1ccccc1)CCC2 (configuration not stated) | i | . | . | . | -1.4% | -2% | . | 0% | .
COC(=O)c1c[n+]([O-])ccc1OC | i | . | . | -1% | 0.1% | 10% | . | 14% | -1%
O=S(=O)(NCC(c1cccs1)S(=O)(=O)c1ccccc1)c1ccccc1 (configuration not stated) | . | . | 9% | 10µM* | 27% | . | . | . | 7.1µM*
CCOC(=O)c1cc(-c2ccc(N3C(c4ccsc4)=Cc4ccccc4C3CC(C)=O)cc2)cc([N+](=O)[O-])c1 (configuration not stated) | i | . | . | . | 0.0% | 4% | . | 10% | .
CCc1nc2ccc(C(=O)NCCc3ccccn3)cn2c1N(CC)CCOC | i | . | . | -1% | 0.7%[9.22 µM] | 3% | . | 1% | 22%
Cc1ccc(S(=O)(=O)N(Cc2cccnc2)Cc2cc3ccccc3[nH]c2=O)cc1 | ? | 68% | -8% | -9% | -0.1% | 0% | 5% | 1% | 0%
O=C(CNC(=O)c1ccc(OC(F)F)cc1)NCC1CCCO1 (configuration not stated) | i | 3% | -3% | 3% | 0.2% | 2% | 7% | -1% | 3%
CC(C)CC(=O)NC(=S)Nc1cc(C(=O)O)ccc1Cl | i | -1% | -2% | -21% | 3.2% | 18% | 7% | -1% | 2%
O=C(/C=C/c1ccc([N+](=O)[O-])cc1)Nc1cccnc1 | i | 8% | -1% | 5% | 8.7% | -7% | ? | 52%[activator] | 15%
Cc1ccc(N(CC(O)CN2C(=O)NC(C)(C)C2=O)S(=O)(=O)c2ccc([N+](=O)[O-])cc2)cc1 (configuration not stated) | ? | 14% | -2% | -8% | 0.2% | -4% | -4% | . | 0%
CCc1nnc(NC(=O)Cn2ccc(C(F)(F)F)n2)s1 | i | 11% | -2% | -5% | -0.8% | -2% | -5% | 3% | -2%
CC(=O)N1N=C(c2ccccc2)CC1c1ccc(F)cc1 (configuration not stated) | i | -14% | -2% | -39% | -0.1% | -15% | 0% | . | 9%
CC(=O)N1CCc2cc(Br)cc(S(=O)(=O)NCc3ccccn3)c21 | i | 0% | -3% | 5% | -0.4% | 11% | 5% | 5% | -2%
CC(C)C(C(=O)Nc1ncn[nH]1)N1C(=O)c2ccccc2C1=O (configuration not stated) | i | -11% | -13% | 20% | -0.3% | 13% | -11% | -1% | -2%
NS(=O)(=O)c1ccc(NC(=O)/C=C/c2ccco2)cc1 | i | 13% | -2% | -17% | ? | -6% | 6% | -20% | -25%
Cc1ccc(Cn2c(CO)cnc2SCC(=O)Nc2cccc(F)c2)cc1 | i | . | 11% | -34% | 3.8% | . | . | -1% | -5%
O=C(CSc1nc2ccsc2c(=O)n1-c1ccc(Br)cc1)NCc1ccccc1 | . | . | 0% | 3% | 3.1% | . | -16% | . | -6%
Cc1cnc(NC(=O)NCC2CCCC(CNC(=O)Nc3ncc(C)s3)C2)s1 (configuration not stated) | i | ? | 0% | 0% | 12% | -18% | ? | -8% | ?

Bioassay records as filed in PubChem BioAssay.

Only part of the results is shown (hit frequency here may not be typical).
